CHRM4 antagonist – CHRM4 antagonism in calcium assay. P08173. CHO-hM4 cells, ACh EC80, Fluo-8 calcium fluorescence. inhibition, % at 3 µM. hit rate 0.73% among 360,000;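 active = inhibition above its plate's cutoff, the mean inhibition of sample wells plus 3 SD, cut at about 27% in these data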;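 note: 0% = acetylcholine EC80 with DMSO and 100% = DMSO without agonist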
Target sequence (P08173 whole entry, looked up): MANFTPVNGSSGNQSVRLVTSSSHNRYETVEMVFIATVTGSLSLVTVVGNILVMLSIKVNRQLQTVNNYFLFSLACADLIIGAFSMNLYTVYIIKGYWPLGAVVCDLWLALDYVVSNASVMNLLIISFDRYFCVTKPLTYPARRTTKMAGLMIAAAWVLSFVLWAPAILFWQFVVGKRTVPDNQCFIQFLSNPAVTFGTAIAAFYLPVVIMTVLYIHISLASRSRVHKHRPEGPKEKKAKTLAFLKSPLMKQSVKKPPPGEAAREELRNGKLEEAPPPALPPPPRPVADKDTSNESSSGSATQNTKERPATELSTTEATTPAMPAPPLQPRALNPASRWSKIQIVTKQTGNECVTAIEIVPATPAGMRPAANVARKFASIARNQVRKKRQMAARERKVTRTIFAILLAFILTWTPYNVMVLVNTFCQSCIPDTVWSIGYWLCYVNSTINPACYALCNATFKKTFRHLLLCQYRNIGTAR
CHRM5 antagonist – CHRM5 antagonism in calcium assay | CHO-hM5 cells, Fluo-8 calcium fluorescence, ACh EC80 | inhibition, % at 3 µM | hit rate 0.59% among 360,000 | AID 624040;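 active = inhibition above a per-plate cutoff, the mean of that plate's test compounds plus 3 SD, cut at about 27% in these data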;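 note: 0% = acetylcholine EC80 with DMSO and 100% = DMSO without agonist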
Target sequence (P08912 whole entry, looked up): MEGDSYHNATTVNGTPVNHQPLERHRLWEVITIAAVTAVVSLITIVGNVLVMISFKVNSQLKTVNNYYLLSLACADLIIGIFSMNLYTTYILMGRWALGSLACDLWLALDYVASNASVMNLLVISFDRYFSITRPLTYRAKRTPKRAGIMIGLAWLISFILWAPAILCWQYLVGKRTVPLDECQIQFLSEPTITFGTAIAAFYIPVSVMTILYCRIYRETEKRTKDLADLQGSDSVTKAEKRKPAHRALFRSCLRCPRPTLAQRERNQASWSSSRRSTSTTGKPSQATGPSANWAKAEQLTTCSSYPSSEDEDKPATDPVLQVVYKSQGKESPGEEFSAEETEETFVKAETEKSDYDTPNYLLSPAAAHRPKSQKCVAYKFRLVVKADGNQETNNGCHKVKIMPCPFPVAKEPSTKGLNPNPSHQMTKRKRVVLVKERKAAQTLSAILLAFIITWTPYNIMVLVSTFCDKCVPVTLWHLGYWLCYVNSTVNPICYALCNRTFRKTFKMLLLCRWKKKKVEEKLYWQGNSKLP
CHRM5 agonist – agonists of human muscarinic M5 receptor (CHRM5); CHO-K1 hM5 cells, Fluo-8 calcium fluorescence; 0% DMSO wells, 100% maximal acetylcholine response; activation, % at 3 µM; hit rate 0.19% among 360,000; AID 624037;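 active = activation above the run's mean over test compounds plus 3 SD, cut at about 23% in these data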;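 note: signal is peak over basal fluorescence ratio across the kinetic read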
M4 ag – agonists of human muscarinic M4 receptor (CHRM4); CHO-K1 hM4/Gqi5, Fluo-8 calcium fluorescence; vehicle 0%, full acetylcholine response 100%; AID 624127; P08173; hit rate 0.14% among 360,000; activation, % at 3 µM;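 active = activation above the run mean over all test wells plus 3 SD, cut at about 32% in these data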;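 note: peak over basal fluorescence ratio per well then scaled between controls; 0% = DMSO wells and 100% = acetylcholine at EC100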
CRFR2-BP antag – blocks CRF-induced signaling of the CRF-BP/CRF-R2 complex | HEK293 CRF-R2/CRF-BP, CRF-induced calcium fluorescence | inhibition, % at 11.8 µM | hit rate 0.59% among 350,000 | AID 588475;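 active = inhibition of the ligand-induced calcium signal above about 50% at the single tested concentration, limit read from the data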
CHRM1 PAM – positive allosteric modulators of human M1 muscarinic receptor. P11229. CHO-K1 hM1, Fluo-8 calcium fluorescence, ACh EC20; 0% = ACh EC20, 100% = maximal ACh. activation, % at 3 µM. hit rate 0.088% among 360,000; in the data active = activation above about 19%, passing the limit was not always enough
CRFBP-R2 agonist – CRF-BP/CRF-R2 complex agonism; AID 588473; HEK293 CRF-R2/CRF-BP, calcium dye fluorescence (FLIPR); percent of saturating CRF peptide response; hit rate 0.46% among 350,000; activation, % at 13.2 µM;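 active = activation of at least 50%, plus an integration ratio under a set limit after plate pattern correction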;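 note: plate controls were neutral control wells without compound for no effect and CRF at EC100 for full effect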
M5 PAM – CHRM5 positive allosteric modulation. P08912. CHO-K1 hM5, Fluo-8 calcium, ACh EC20 PAM; 0% = ACh EC20, 100% = ACh EC100. activation, % at 3 µM. hit rate 0.3% among 360,000. AID 624038;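 active = activation above the run cutoff, the mean activation of all test compounds plus 3 SD, cut at about 18% in these data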
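Assay system – human M5 receptor in CHO-K1 cells · Read-out – % activation, ACh-normalized · Technique – Fluo-8 calcium fluorescence · Dosing – single-point, 3 µM nominal · Incubation – Fluo-8 loading 80 min at 37 °C plus 30 min room temperature · Repeats – singlicate, one well per test compound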
M4 PAM – CHRM4 positive allosteric modulation; P08173; CHO-K1 hM4/Gqi5, Fluo-8 calcium fluorescence, ACh EC20; 0% = ACh EC20, 100% = maximal ACh; activation, % at 3 µM; hit rate 0.4% among 360,000; AID 624126;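 active = activation above its plate's cutoff, the mean activation of sample wells plus 3 SD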; note: some results filed as inactive read as strong as hits
Starred values were filed as active, the others as inactive.

SMILES	CHRM4 antagonist	CHRM5 antagonist	CHRM5 agonist	M4 ag	CRFR2-BP antag	CHRM1 PAM	CRFBP-R2 agonist	M5 PAM	M4 PAM
CCc1ccc(OCCCC(=O)NCc2ccccc2)cc1	18	5	-3	-1	11	-12	-1.7	-3	-13
Cc1ccccc1NCCNc1ccccc1C	10	-2	-4	1	7	3	-2.0	1	7
COCC(=O)N(CCN(C)C)Cc1cc2cc3c(cc2nc1Cl)OCO3	-7	-2	-3	0	7	1	-0.7	-6	-1
CCc1ccc(NC(=O)N2CCN(c3ccccc3)CC2)cc1	-2	-7	3	4	-26	4	-0.1	3	7
O=C(CN1CCC(NC(=O)Nc2ccccc2)CC1)Nc1cccc([N+](=O)[O-])c1	-5	1	0	3	13	5	0.7	-5	-2
CCOC(=O)c1cnc(SCc2ccc(C(C)(C)C)cc2)nc1N	7	-1	-2	0	-11	3	9.0	1	-6
Cc1ccccc1C(=O)N1CCN(c2ccccn2)CC1	2	-3	0	2	0	2	-2.2	2	-1
CN(C)S(=O)(=O)c1ccccc1C#N	4	-2	2	2	-3	7	1.5	0	-5
Cc1ccc(C)c(CSc2nnc(-c3cccnc3)n2N)c1	6	-4	-1	0	-6	4	-1.5	5	1
COC(=O)c1ccc(OCC(=O)NC2CCCCCC2)cc1	-1	1	0	6	-13	-3	-0.1	5	-1
CCOC(=O)c1cnn(-c2ccccc2)c1-c1ccccc1	-9	2	-12	1	27	-5	-1.6	-4	3
CCC1Oc2ccccc2N(CC(=O)NC2CCCCC2C)C1=O (configuration not stated)	-14	6	-7	0	-8	-1	-4.9	2	-2
CSCCC(NC(N)=O)C(=O)NCc1ccc(Cl)cc1 (configuration not stated)	7	-3	0	0	1	10	0.0	2	3
CC(=O)c1cccc(N(CC(=O)NC2CCCCC2)C(=O)Cn2nnc(-c3ccccc3)n2)c1	-14	3	-3	1	-3	13	-3.8	-2	4
Cc1ccc(OCCCC(=O)N(C)CC(=O)Nc2ccccc2Cl)cc1	-1	-5	0	2	9	4	0.7	3	4
Cc1nc(N2CCOCC2)c2oc3ccccc3c2n1	-8	8	-2	0	-8	5	-1.5	1	26
Cc1[nH]nc(SCC(=O)N2CCCCC2)c1[N+](=O)[O-]	2	0	-2	1	0	6	-0.2	-2	-3
O=C(O)COc1ccc(/C=N/NC(=O)c2ccccc2Br)cc1	-4	6	-3	0	25	-4	8.9	4	1
CCc1ccc(CN2CCC(Oc3ccc(C(=O)N4CCCCC4)cc3)CC2)cc1	20	6	-6	2	-12	-21	0.0	-14	-17
CC(C)(C)n1nnc(CCc2nnn(C(C)(C)C)n2)n1	1	2	0	1	-10	-2	-0.6	1	13
Cc1nn(Cc2ccccc2)c(C)c1NC(=O)Cn1nc([N+](=O)[O-])c(Cl)c1C	1	-7	2	2	10	0	-1.1	-2	-3
COc1ccccc1OCCOc1ccc(/C=C2\C(=N)N3N=C(C)SC3=NC2=O)cc1	1	-5	4	2	10	7	-0.2	1	0
COc1ccc(S(=O)(=O)N2CCOC2CNC(=O)C(=O)NCc2ccco2)cc1C (configuration not stated)	-8	10	-4	1	8	10	-1.0	2	14
O=C(Cc1n[nH]c(=O)c2ccccc12)OCC(=O)c1ccc2c(c1)OCCO2	-4	5	3	5	-10	10	2.3	-6	6
Cc1c(/C=N/NC(=O)c2sc3ccccc3c2Cl)cnn1C	1	10	-1	3	18	6	-1.6	2	-6
COc1ccc([C@@H]2[C@@H]3C(=O)N(C(C)(C)C)C(=O)[C@@H]3[C@]3(Cc4ccc(Cl)cc4)C(=O)N(c4ccc(C)cc4)C(=O)N23)cc1	3	7	-2	0	-8	15	3.0	6	6
Cc1cc(Cl)c2oc(C(=O)N3CCN(c4cnccn4)CC3)c(C)c2c1	-6	5	2	8	-25	-7	0.1	-5	-7
CCOc1ccccc1C(=O)NCC(=O)OCc1c(C)noc1C	-4	-4	1	1	-1	12	-0.8	-1	7
C=CCN(CCNP(=O)(OCC)OCC)CP(=O)(OCC)OCC	5	4	-2	1	-3	-2	-0.5	0	-6
CCOC(=O)N1CCC2(CC1)NC(=O)c1ccccc1N2	1	4	1	0	4	-1	2.2	0	4

Part of the list above, with two lines to a compound.
Below each SMILES: CHRM4 antagonist, CHRM5 antagonist, CHRM5 agonist, M4 ag, CRFR2-BP antag, CHRM1 PAM, CRFBP-R2 agonist, M5 PAM, M4 PAM
- CC(C)(C)n1nnc(CCc2nnn(C(C)(C)C)n2)n1
    1, 2, 0, 1, -10, -2, -0.6, 1, 13
- Cc1nn(Cc2ccccc2)c(C)c1NC(=O)Cn1nc([N+](=O)[O-])c(Cl)c1C
    1, -7, 2, 2, 10, 0, -1.1, -2, -3

Some of the entries so far, with values under each structure:
Screens in order – CHRM4 antagonist	CHRM5 antagonist	CHRM5 agonist	M4 ag	CRFR2-BP antag	CHRM1 PAM	CRFBP-R2 agonist	M5 PAM	M4 PAM
CC(C)(C)n1nnc(CCc2nnn(C(C)(C)C)n2)n1
  1	2	0	1	-10	-2	-0.6	1	13
Cc1nn(Cc2ccccc2)c(C)c1NC(=O)Cn1nc([N+](=O)[O-])c(Cl)c1C
  1	-7	2	2	10	0	-1.1	-2	-3
COc1ccccc1OCCOc1ccc(/C=C2\C(=N)N3N=C(C)SC3=NC2=O)cc1
  1	-5	4	2	10	7	-0.2	1	0
COc1ccc(S(=O)(=O)N2CCOC2CNC(=O)C(=O)NCc2ccco2)cc1C (configuration not stated)
  -8	10	-4	1	8	10	-1.0	2	14
O=C(Cc1n[nH]c(=O)c2ccccc12)OCC(=O)c1ccc2c(c1)OCCO2
  -4	5	3	5	-10	10	2.3	-6	6
Cc1c(/C=N/NC(=O)c2sc3ccccc3c2Cl)cnn1C
  1	10	-1	3	18	6	-1.6	2	-6
COc1ccc([C@@H]2[C@@H]3C(=O)N(C(C)(C)C)C(=O)[C@@H]3[C@]3(Cc4ccc(Cl)cc4)C(=O)N(c4ccc(C)cc4)C(=O)N23)cc1
  3	7	-2	0	-8	15	3.0	6	6

More structures
SMILES	CHRM4 antagonist	CHRM5 antagonist	CHRM5 agonist	M4 ag	CRFR2-BP antag	CHRM1 PAM	CRFBP-R2 agonist	M5 PAM	M4 PAM
O=[N+]([O-])c1ccc(N2CCN(c3ccccc3Cl)CC2)cn1	-6	3	-4	2	-5	4	11	2	0
Cc1cccc(C)c1NS(=O)(=O)c1ccc(-c2ccc(=O)[nH]n2)o1	-2	6	-1	1	9	0	0.1	0	0
CC(C)(C)C1CCC(=NNC(=O)C(=O)NC2CCCCC2)CC1 (configuration not stated)	-2	-6	0	0	18	3	-1.1	4	3
COc1cc(C(=O)NCCC2=CCCCC2)cc(OC)c1OC	3	-1	-2	0	8	6	-2.1	-3	1
O=C(Nc1ccc(-c2ccco2)cc1)C1CCCN(Cc2ccco2)C1 (configuration not stated)	9	5	-2	2	9	7	-0.1	-4	-1
CCc1ncc(CN2CCCC(C(=O)Nc3ccc(-c4cscn4)cc3)C2)cn1 (configuration not stated)	11	4	-5	2	-12	4	1.0	-2	6
CSCCC(NC(=O)C1CCCCC1)c1nc2ccccc2[nH]1 (configuration not stated)	-5	8	-1	1	3	19	-0.5	4	7
CN(C)CCOc1ccccc1-c1ccccc1	11	19	-7	1	1	-21	-2.5	-19	-15
COc1cc2c(cc1OC)C(C)N(C(=O)CCNC(=O)c1ccccc1)CC2 (configuration not stated)	7	-6	3	12	1	6	-0.5	1	1
Cc1nnc(Cc2ccccc2)c2n[nH]c(C)c12	1	4	0	0	-7	4	2.7	-2	2
CN(CCCNC(=O)CCC(=O)N1CCOc2ccc(Cl)cc21)Cc1ccccc1	-7	1	-4	1	6	5	-2.1	-1	0
COc1ccc(C(=O)NCc2ccc(N3CCN(C)CC3)cc2)cc1	-8	6	-5	2	11	20	0.5	0	9
COC(=O)c1cnc(Oc2ccc(NC(=O)NC(=O)c3c(F)cccc3F)cc2)cc1C(F)(F)F	-4	5	-1	3	-3	6	0.8	6	4
COc1ccc(-c2c(-c3ccc(C#N)cc3)oc(=O)c3cc(OC)c(OC)cc23)cc1	-4	14	-7	0	13	2	-0.5	-6	6
O=Cc1ccc(Oc2cc(-c3ccccc3)nc(-c3ccccc3)n2)cc1	-4	4	-3	0	-30	6	9.6	-5	3
Cc1cc(C(=O)COC(=O)c2ccc(O)cc2O)c(C)n1C(C)C	6	3	4	2	2	3	0.7	-4	-2
O=C(NC(Cc1ccccc1)C(=O)OCC(=O)N1CCc2ccccc21)c1ccco1 (configuration not stated)	-2	7	-4	3	-5	1	-0.1	-10	-9
CCOC(=O)c1csc(NC(=O)CSc2nnnn2-c2ccc3c(c2)OCCO3)n1	-6	2	10	9	-34	6	6.7	-9	6
CCOC(=O)N1CCN(C(=O)c2ccc(CS(=O)c3ccccc3)o2)CC1 (configuration not stated)	9	19	-4	2	-5	3	3.4	-10	11
COc1ccc(CN2CCN(C(=O)c3cc(OC)c(OC)c(OC)c3)CC2)cc1OC	4	1	1	0	7	4	-3.1	0	11
CCCCN(C)C(=O)CS(=O)(=O)Cc1nc(-c2cccc(OC)c2)oc1C	6	5	4	15	-4	0	-3.1	-6	-7
Cc1ccc(C)c(NC(=O)c2cc(S(=O)(=O)N3CCCCC3)ccc2N2CCOCC2)c1	3	1	-2	2	2	0	0.1	0	2
COc1ccc(C(=O)CSc2nccc(=O)[nH]2)cc1	-5	-5	-3	0	-13	-5	2.0	6	13
C=CCSc1nc2c(C(=O)OCC)nnn2c2ccccc12	4	-2	0	0	11	7	-3.1	4	-1
C#CCOCCOCCOCCNc1nc(N2CCN(C(=O)[C@H]([C@@H](C)O)n3cc(CCCCN)nn3)CC2)nc(N2CCN(C(=O)[C@H](CCCCN)n3cc(CCCC)nn3)CC2)n1	-11	-8	4	0	2	5	0.4	10	1
COc1ccccc1N1CCN(C(=O)c2cccc(S(=O)(=O)NCc3cccnc3)c2)CC1	-2	12	4	9	1	2	-0.1	-5	0

Three compounds picked at random from the list so far, as already listed:
SMILES	CHRM4 antagonist	CHRM5 antagonist	CHRM5 agonist	M4 ag	CRFR2-BP antag	CHRM1 PAM	CRFBP-R2 agonist	M5 PAM	M4 PAM
CCc1ccc(NC(=O)N2CCN(c3ccccc3)CC2)cc1	-2	-7	3	4	-26	4	-0.1	3	7
CN(CCCNC(=O)CCC(=O)N1CCOc2ccc(Cl)cc21)Cc1ccccc1	-7	1	-4	1	6	5	-2.1	-1	0
CCCCN(C)C(=O)CS(=O)(=O)Cc1nc(-c2cccc(OC)c2)oc1C	6	5	4	15	-4	0	-3.1	-6	-7

Screens as filed in PubChem.
